# KOR beta-arrestin-1 – kappa opioid receptor activators – cell-based, luminescence, uHTS, primary screen (AID 1777). 280,000 tested, 0.02% active. KOR beta-arrestin recruitment, luminescence; higher % means a stronger effect. activation, % at 10 µM; hits with a dose series show EC50 in µM; in the data active = activation above about 50%, passing the limit was not always enough; note: a part of the inactive calls stands beside numbers as strong as those of hits
# NOD1 NF-kB reporter – inhibition of NOD1-driven NF-kB reporter – cell-based, luminescence, uHTS, primary screen (AID 1578). NOD1-driven NF-kB luciferase reporter cells, luminescence; higher % means a stronger effect. inhibition, % at 4 µM, or EC50 in µM where a hit was titrated. 290,000 tested, 1% active; in the data active = inhibition mostly above about 36%, no sharp cut-off; inactive = mostly below about 34%;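 note: HEK-293T reporter cells stimulated with the NOD1 agonist gamma-tri-DAP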
# HIV peptide binding – cell-free HIV fusion peptide-binding blockers – biochemical, uHTS, fluorescence dequenching, primary screen (AID 1986) | cell-free peptide binding, fluorescence dequenching, 30 min; higher % means a stronger effect | 290,000 tested, 0.3% active | inhibition, % at 20 µM, or IC50 in µM where a hit was titrated; in the data active = inhibition mostly above about 52%, no sharp cut-off; inactive = mostly below about 76%; note: some results filed as inactive read as strong as hits
# NS5 inhibitors – Dengue-2 NS5 methyltransferase inhibitors, primary screen, biochemical, confirmation dose response (AID 588689); Dengue-2 NS5 methyltransferase capping enzyme assay, biochemical; higher % means a stronger effect; inhibition, % at 25 µM, or IC50 in µM where a hit was titrated; 340,000 tested, 0.3% active; in the data active = a potency from the dose series; inconclusive = inhibition above about 29% without an active follow-up result
# West Nile virus CPE – inhibition of WNV-induced cytopathic effect – cell-based, CPE readout (AID 1621) | CPE inhibition, % at 10 µM, or IC50 in µM where a hit was titrated | 290,000 tested, 0.02% active | West Nile virus-infected cells, CPE inhibition; higher % means a stronger effect; in the data active = a potency from the dose series; inconclusive = CPE inhibition mostly from about 3.7% at the one dose, without a potency; inactive = the rest, 99 in 100 with CPE inhibition below about 2.2%; note: strong numbers were not always called active
# GPR55 activation – GPR55 agonists via beta-arrestin recruitment, primary screen, imaging, U2OS cells, beta-arrestin-GFP redistribution (AID 1961); U2OS GPR55 beta-arrestin-GFP redistribution imaging; higher % means a stronger effect; 290,000 tested, 0.048% active; one-dose activation, % at 10 µM; EC50 in µM for titrated hits;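 active = activation above 40% with more than 50 cells counted in the well; inconclusive = wells holding fewer than 50 cells, flagged as toxic or sparse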;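 note: U2OS osteosarcoma cells stably expressing GPR55 and beta-arrestin-GFP; plate controls were DMSO negative control for no effect and LPI positive control for full effect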
# GPR35 arrestin U2OS – GPR35 antagonists blocking zaprinast-driven arrestin recruitment, primary screen, imaging, U2OS, beta-arrestin-GFP, zaprinast agonist (AID 2058). one-dose inhibition, % at 10 µM; IC50 in µM for titrated hits. U2OS GPR35 beta-arrestin-GFP translocation imaging, zaprinast antagonism; higher % means a stronger effect. 290,000 tested, 0.052% active;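 active = inhibition of at least 50% with at least 30 cells and total cytoplasm GFP at most 10,000,000; inconclusive = under 30 cells or total GFP of 10,000,000 plus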
# KOR beta-arrestin-2 – kappa opioid receptor blockers – cell-based, luminescence, uHTS (AID 1778). KOR beta-arrestin recruitment, luminescence, antagonist mode; higher % means a stronger effect. inhibition, % at 10 µM; hits with a dose series show IC50 in µM. 290,000 tested, 0.091% active; in the data active = inhibition above about 50%; note: strong numbers were not always called active
# GPR55 antagonists – GPR55 antagonists blocking LPI-driven arrestin recruitment, primary screen, imaging, U2OS, beta-arrestin-GFP, LPI agonist (AID 2013). U2OS GPR55 beta-arrestin-GFP translocation imaging, LPI antagonism; higher % means a stronger effect. inhibition, % at 10 µM; hits with a dose series show IC50 in µM. 290,000 tested, 0.13% active;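 active = spots per cell inhibited over 60%, with over 100 cells counted and total cytoplasm intensity under 500,000; inconclusive = wells with under 100 cells, flagged as likely toxic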;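 note: U2OS cells stably carrying GPR55 and arrestin-GFP stimulated by 5 µM LPI near EC80; imaged beta-arrestin-GFP aggregate spots per cell after agonist stimulation; plate controls were LPI-stimulated DMSO wells for no effect and DMSO wells without LPI for full effect; some results filed as inactive read as strong as hits; confirmed hits need IC50 under 10 µM and bright autofluorescent wells are also inconclusive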
# NS5 inhibitors pilot replicate – second read-out of NS5 inhibitors, no call of its own (marks repeat the call); inhibition, %; measured here: pilot screen replicate inhibition
# Numbers without * were called inactive; u = inconclusive; x = not tested or not shown; & = joins results of further samples; [ ] = remark or other dose. A portion of the library, so the mix of outcomes need not match the whole.
SMILES,KOR beta-arrestin-1,NOD1 NF-kB reporter,HIV peptide binding,NS5 inhibitors,West Nile virus CPE,GPR55 activation,GPR35 arrestin U2OS,KOR beta-arrestin-2,GPR55 antagonists,others
CCN(CC(=O)NCc1ccc(Cl)cc1)C(=O)/C=C/c1ccc(C#N)cc1,0.0%,-29%,0.8%,0%,-0.5%,-0.2%,-6%,-7%,-4%,
COc1ccc(CCNC(=O)CCCn2c(=O)c3cccn3c3cccnc32)c(OC)c1OC,1.0%,24%,-1.4%,12%,0.5%,-0.1%,-15%,-44%,-6%,
CCOc1ccc(NC(=O)Nc2cc(C)on2)cc1,-1.0%,-31%,-0.3%,-5%,0.1%,-0.1%,14%,17%,5%,
O=C(Nc1nccs1)c1ccc(NC(=O)c2ccco2)cc1,-2.1%,-64%,2.5%,4%,-0.4%,-0.1%,-5%,0%,15%,NS5 inhibitors pilot replicate=-1.1
COc1ccc(-c2nc(CS(=O)CC(=O)NCCN3CCCCCC3)c(C)o2)cc1OC (stereo unspecified),0.6%,-23%,0.3%,-7%,0.1%,-0.2%,1%,-22%,3%,
CCc1ccccc1NC(=O)CCCN1C(=O)C2CC=CCC2C1=O (stereo unspecified),-3.3%,-15%,-1.2%,-1%,-0.3%,0.0%,4%,15%,-6%,
C=CCOc1ccc(/C=C2\SC(=Nc3cccnc3)NC2=O)cc1,x,-5%,28%,-55%,-0.1%,-0.1%,13%,-21%,-2%,
S=c1[nH]nc(-c2cccc(Br)c2)o1,-2.7%,x,1.1%,-7%,-0.1%,0.5%,-6%,-12%,u,
CCC(=O)Nc1nc2nc(-c3ccccc3)cc(=O)n2[nH]1,1.7%,0%,3.6%,1%,1.0%,0.3%,1%,14%,13%,
CCOC(=O)c1ncn2c1CN(C)C(=O)c1cc(F)ccc1-2,-0.4%&1.0%,-8%&-40%,-3.5%&0.8%,-15%,1.2%,-0.5%&-0.1%,-19%&8%,5%&4%,9%&5%,
O=C(Nc1ccon1)c1ccccc1F,-2.3%,-7%,-1.5%,-2%,0.5%,-0.2%,1%,3%,-4%,
O=C(Cc1ccccc1)NCCSCc1ccc(Cl)cc1,4.9%,6%,-3.6%,-5%,-0.4%,-0.1%,-3%,-3%,8%,
Cc1ccc(N2CCCn3c2nc2c3c(=O)n(CCN3CCOCC3)c(=O)n2C)cc1,9.7%,-8%,-1.5%,x,x,0.2%,-1%,-16%,-1%,
Cc1ccc(NC(=O)CN(C)C(=O)COC(=O)CNS(=O)(=O)c2ccc(Br)cc2Cl)cc1,5.1%,-14%,-0.9%,0%,0.1%,-0.1%,11%,-61%,9%,
CCCCNc1cc(=O)oc2ccccc12,-0.4%,10%,13%,-3%,-0.9%,0.0%,9%,22%,6%,
CSc1ccc(C2N=C(c3ccccc3)NO2)cc1 (stereo unspecified),12%,-19%,-0.7%,-7%,-0.5%,-0.1%,3%,-27%,-1%,
Nc1nnc(SCC(=O)OCC(=O)NC23CC4CC(CC(C4)C2)C3)s1,-2.9%,-22%,3.3%,-1%,0.1%,-0.3%,7%,7%,1%,
O=C(CCS(=O)(=O)c1ccc2c(c1)NC(=O)CO2)NCCc1ccc(Cl)cc1,2.7%,-12%,0.2%,-13%,-0.1%,-0.2%,-7%,17%,25%,
S=c1[nH]nc(Cc2cccc3ccccc23)n1-c1ccccc1,-0.9%,4%,-2.2%,-4%,-0.4%,0.0%,-10%,-39%,3%,
Cc1ccc(N=Cc2c(C)[nH]n(-c3ccccc3)c2=O)nc1,6.7%,-12%,-2.0%,-7%,-0.2%,-0.1%,-3%,34%,0%,
COc1ccc(/C=C(\C#N)C(=O)Nc2ccc3[nH]c(=O)[nH]c3c2)cc1,1.8%,-3%,0.4%,7%,0.3%,-1.5%,1%,-7%,6%,
Cc1ccc(NC(=O)COC(=O)c2ccc3c(c2)C(=O)N(CCc2ccccc2)C3=O)c(C)c1,11%,-3%,-0.1%,-6%,-0.5%,-0.3%,-2%,-1%,5%,
COc1cc(C(=O)OCCNC(=O)c2ccccc2)cc(OC)c1OC,-5.9%,-4%,-1.2%,-5%,-0.6%,0.0%,1%,7%,5%,
C=CCSc1nnc2c(n1)[nH]c1c(C)cccc12,-1.3%,-49%,38%,0%,-0.8%,-0.2%,6%,-3%,-11%,
Cc1ccc(OCCCn2c(=O)oc3ccccc32)cc1,x,-37%,-1.2%,-4%,-0.1%,-0.1%,8%,-5%[20 µM],-6%,

# (list continues)
SMILES,KOR beta-arrestin-1,NOD1 NF-kB reporter,HIV peptide binding,NS5 inhibitors,West Nile virus CPE,GPR55 activation,GPR35 arrestin U2OS,KOR beta-arrestin-2,GPR55 antagonists,others
Cc1cc(C)cc(N(CC(=O)NCc2ccc(F)cc2)C(=O)CCC(=O)Nc2ccccn2)c1,-0.9%,9%,-0.5%,-7%,-0.9%,-0.2%,-3%,-15%,-6%,
COc1ccc(S(=O)(=O)Nc2ccccc2C(=O)NC(C)C)cc1OC,3.4%,8%,-0.2%,6%,-0.4%,-0.2%,-11%,-2%,-1%,
C=C1C(=O)O[C@H]2C1CC[C@@](C)(O)C13C=CC(C)(C21)C1(C3)C(=O)O[C@@H]2C3C(C)=CCC3[C@](C)(O)C[C@H](OC(C)=O)C21 (stereo partly specified),0.8%,-38%,-0.3%,-9%,1.6%,0.7%,-16%,2%,-5%,
CS(=O)(=O)N1CCc2cc(C(=O)Nc3ccccc3Br)ccc21,-3.8%,2%,-1.0%,-12%,-0.5%,0.0%,-8%,-5%,7%,
Brc1c(OCCOCCn2cncn2)ccc2ccccc12,3.0%,-33%,1.2%,-2%,-0.3%,0.3%,4%,-25%,-2%,
Cc1ccc(/C(O)=C/C(=O)C(=O)NNC(=O)C(O)(c2ccccc2)c2ccccc2)cc1,10%,23%,44%,-3%,0.1%,0.0%,6%,-18%,2%,
CCOCCCn1c(SCC(=O)Nc2ccc(OC)cc2)nc2ccccc2c1=O,-2.5%,24%,-1.9%,-3%,-0.7%,-0.4%,3%,-17%[20 µM],7%,
O=C(Nc1cccc(O)c1)c1cccc(S(=O)(=O)Nc2cccc(O)c2)c1,-6.0%,-25%,-0.2%,7%,-0.6%,0.4%,-4%,17%[20 µM],-9%,
CS(=O)(=O)NC1c2cccc3cccc(c23)C1N1CCOCC1 (stereo unspecified),-3.2%,-16%,1.0%,3%,-0.1%,-0.2%,-8%,16%,-3%,
CCc1nnc(NC(=O)C2CCCN(S(=O)(=O)c3ccc(OC)cc3)C2)s1 (stereo unspecified),x,-43%,0.6%,7%,-0.8%,-0.1%,-4%,-75%[20 µM],-8%,
Cc1ccc(NC(=O)/C=C/C(=O)O)c(NC(=O)c2ccccc2)c1,-3.2%,-22%,-1.6%,-1%,0.2%,-0.2%,19%,6%,10%,
CCCN(CCC)C(=O)c1cn(C)c2ccc(S(=O)(=O)N3CCCC3)cc2c1=O,5.3%,-17%,-0.3%,-3%,0.2%,-0.2%,5%,-8%,-7%,
CC(CN1CCCCC1)OC(=O)CCc1ccccc1 (stereo unspecified),x,-28%,-0.8%,-6%,-0.1%,-0.1%,6%,-18%[20 µM],-2%,
COC(=O)c1ccc(Cn2cc(/C=C\[N+](=O)[O-])c3ccccc32)o1,4.0%,58%,0.3%,-15%,-0.3%,0.7%,7%,-12%[20 µM],-9%,
COCCn1nc2cc(C(=O)NCc3cc(C(F)(F)F)cc(C(F)(F)F)c3)ccc2c1OC,7.3%,15%,-1.6%,2%,0.7%,0.3%,11%,-10%,x,
Cc1ccc(/C=N/NC(=O)CSc2nc3ccccc3c(=O)n2-c2ccccc2)s1,-3.3%,9%,2.6%,-3%,-0.6%,0.5%,-4%,6%,6%,
COCCN1CCN(C(=O)C2CCC(=O)N(Cc3ccc(Cl)cc3)C2)CC1 (stereo unspecified),-1.1%,-11%,-0.7%,-4%,0.0%,-0.2%,-8%,-26%,-3%,
CCc1nnc(N2C(=O)c3ccccc3C2(O)c2ccccc2)s1 (stereo unspecified),0.6%,-11%,0.6%,3%,0.5%,-0.1%,5%,-12%,-2%,
Cn1c(SCC(=O)Nc2ccccc2F)nnc1-c1cccnc1,-4.1%,-15%,-1.7%,-1%,0.0%,-0.2%,-2%,1%,8%,

# Sorted by heavy-atom count (largest number first): 5 of the compounds above
SMILES,KOR beta-arrestin-1,NOD1 NF-kB reporter,HIV peptide binding,NS5 inhibitors,West Nile virus CPE,GPR55 activation,GPR35 arrestin U2OS,KOR beta-arrestin-2,GPR55 antagonists,others
C=C1C(=O)O[C@H]2C1CC[C@@](C)(O)C13C=CC(C)(C21)C1(C3)C(=O)O[C@@H]2C3C(C)=CCC3[C@](C)(O)C[C@H](OC(C)=O)C21 (stereo partly specified),0.8%,-38%,-0.3%,-9%,1.6%,0.7%,-16%,2%,-5%,
COCCn1nc2cc(C(=O)NCc3cc(C(F)(F)F)cc(C(F)(F)F)c3)ccc2c1OC,7.3%,15%,-1.6%,2%,0.7%,0.3%,11%,-10%,x,
COC(=O)c1ccc(Cn2cc(/C=C\[N+](=O)[O-])c3ccccc32)o1,4.0%,58%,0.3%,-15%,-0.3%,0.7%,7%,-12%[20 µM],-9%,
CS(=O)(=O)N1CCc2cc(C(=O)Nc3ccccc3Br)ccc21,-3.8%,2%,-1.0%,-12%,-0.5%,0.0%,-8%,-5%,7%,
CC(CN1CCCCC1)OC(=O)CCc1ccccc1 (stereo unspecified),x,-28%,-0.8%,-6%,-0.1%,-0.1%,6%,-18%[20 µM],-2%,

# Molecules listed so far that contain an aryl thioether with sulfur outside any ring:
SMILES,KOR beta-arrestin-1,NOD1 NF-kB reporter,HIV peptide binding,NS5 inhibitors,West Nile virus CPE,GPR55 activation,GPR35 arrestin U2OS,KOR beta-arrestin-2,GPR55 antagonists,others
CSc1ccc(C2N=C(c3ccccc3)NO2)cc1 (stereo unspecified),12%,-19%,-0.7%,-7%,-0.5%,-0.1%,3%,-27%,-1%,
Nc1nnc(SCC(=O)OCC(=O)NC23CC4CC(CC(C4)C2)C3)s1,-2.9%,-22%,3.3%,-1%,0.1%,-0.3%,7%,7%,1%,
C=CCSc1nnc2c(n1)[nH]c1c(C)cccc12,-1.3%,-49%,38%,0%,-0.8%,-0.2%,6%,-3%,-11%,
CCOCCCn1c(SCC(=O)Nc2ccc(OC)cc2)nc2ccccc2c1=O,-2.5%,24%,-1.9%,-3%,-0.7%,-0.4%,3%,-17%[20 µM],7%,
Cc1ccc(/C=N/NC(=O)CSc2nc3ccccc3c(=O)n2-c2ccccc2)s1,-3.3%,9%,2.6%,-3%,-0.6%,0.5%,-4%,6%,6%,
Cn1c(SCC(=O)Nc2ccccc2F)nnc1-c1cccnc1,-4.1%,-15%,-1.7%,-1%,0.0%,-0.2%,-2%,1%,8%,
